Bioassay records deposited in PubChem by several laboratories.
C8 TRAIL sens – caspase-8 TRAIL sensitization; NB7+C8 cells + TRAIL, ATPlite viability luminescence; inhibition (viability loss, TRAIL sensitization), % at 10 µM; actives 1% (n = 360,000); AID 624354;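 active = compounds causing at least 50% loss of cell viability in the single-dose screen, relative to plate controls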
TRPM1 prom inh – reduces MITF-dependent TRPM1 promoter luciferase signal | SK-MEL-5 TRPM1 promoter luciferase, 24 h | actives 0.83% (n = 330,000) | AID 488899 | inhibition, % at 12.5 µM;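 active = mean inhibition across replicates of 60% or more, whatever share of single replicates reaches that level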; also: values of inactives mirror those of a sister screen read the other way
Peg3 promoter – reduces Peg3 promoter-driven luciferase expression in HeLa. inhibition, % at 20 µM. HeLa PEG-Prom luciferase reporter, luminescence, overnight. actives 1.7% (n = 360,000);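 active = inhibition of at least 50% at 20 µM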
Shn3 3UTR inh – inhibitors of Schnurri-3 3'UTR reporter in osteoblasts. Clone20 osteoblast Shn3 3'UTR firefly luciferase, 24 h. inhibition, % at 12.5 µM. actives 0.52% (n = 360,000);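 active = mean inhibition of at least 75% with every replicate also reaching 75%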;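 also: 0% = median of neutral control wells and 100% = pilot-screen positive control compound; some compounds past the cut are filed as inactive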
hiPSC survival – enhancers of human iPSC single-cell survival; hiPSC single-cell survival, ATPlite luminescence; 100% = ROCK inhibitor wells, 0% = DMSO; survival enhancement, % at 20 µM; actives 0.044% (n = 360,000); in the data active = survival enhancement above about 18%;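 also: cells exposed to compounds for 16 hours before the ATP read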
KKLEB tox – counter-screen for CF NF-kB inhibitors: cytotoxicity. actives 0.36% (n = 360,000). activity change (cytotoxicity), % at 5 µM. KKLEB CF airway cells viability, ATPlite luminescence, overnight; hits give low values; cells stimulated with P. aeruginosa culture filtrate;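 active = corrected activity change at or below -50% at 5 µM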
NR2E3 ag-1 – human photoreceptor-specific nuclear receptor agonism; actives 0.35% (n = 360,000); inhibition of corepressor binding, % at 3.98 µM; CHO-S Gal4-NCOR/VP16-NR2E3 two-hybrid, luciferase; AID 602229; Q9Y5X4;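 active = inhibition above the mean of all tested compounds plus 3 SD, cut at about 70% in these data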;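 also: 0% = DMSO with NR2E3 transfected cells and 100% = cells lacking NR2E3 construct; higher means lower luciferase signal from less NR2E3 corepressor binding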
Target sequence (Q9Y5X4 whole entry, looked up, the tested form may be a part): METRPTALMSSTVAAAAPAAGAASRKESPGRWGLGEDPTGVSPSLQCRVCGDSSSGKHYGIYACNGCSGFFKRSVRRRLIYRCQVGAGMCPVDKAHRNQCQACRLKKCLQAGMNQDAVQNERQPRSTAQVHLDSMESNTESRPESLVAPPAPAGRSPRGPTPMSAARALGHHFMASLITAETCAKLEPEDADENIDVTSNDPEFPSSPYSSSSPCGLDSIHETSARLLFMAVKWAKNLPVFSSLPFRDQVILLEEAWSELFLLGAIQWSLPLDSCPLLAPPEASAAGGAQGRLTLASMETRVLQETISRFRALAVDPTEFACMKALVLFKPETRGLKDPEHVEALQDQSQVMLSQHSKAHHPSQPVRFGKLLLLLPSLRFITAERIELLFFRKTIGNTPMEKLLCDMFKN
EBV LMP1 NFkB – inhibitors of Epstein-Barr LMP1-induced NF-kappaB reporter; LMP1-induced NF-kappaB luciferase reporter cells, luminescence; inhibition, % at 12.5 µM; actives 0.69% (n = 350,000); AID 504558; in the data active = inhibition above about 41%;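 also: 0% = neutral control wells and 100% = reference inhibitor control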
NR2E3 ag-2 – NR2E3 (human) agonism | Q9Y5X4 | GST-NR2E3/biotin-RetCOR TR-FRET, 1536-well | inhibition of corepressor binding, % at 4.78 µM | actives 0.12% (n = 320,000) | AID 2300;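 active = percent inhibition above the cutoff of mean plus 3 SD of all tested compounds, set per screening campaign, cut at about 20% in these data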;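 also: 0% = DMSO wells and 100% = biotin wells as full block of FRET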
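Material: NR2E3–RetCOR corepressor complex / Incubation: Compound–protein incubation for 5 h at 4 °C / Dosing: compound at 4.8 µM, single dose / Detection: time-resolved FRET / Benchmarks: high control biotin, low control 0.6% DMSO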
CF NFkB inh – cystic fibrosis NF-kB activation inhibition. actives 0.86% (n = 360,000). KKLEB NF-kB-GFP reporter, PAF-induced, GFP fluorescence overnight. inhibition, % at 5 µM;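 active = at least 50% inhibition at 5 µM, scaled per plate between neutral and stimulator controls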;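 also: PAF is a Pseudomonas aeruginosa culture filtrate used as stimulus; plate controls were PAF-stimulated DMSO wells for no effect and unstimulated DMSO wells for full effect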
HIF-2a block – blocks HIF-2a reporter activity; 786-0 RCC cells HIF-2a reporter, luciferase luminescence, overnight; inhibition, % at 18.8 µM; actives 0.72% (n = 360,000);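 active = inhibition of the luminescence signal of 40% or more relative to plate controls, in a single-dose primary screen at 18.75 µM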
* hit, by the source's call; . = not tested or not shown.

SMILES	C8 TRAIL sens	TRPM1 prom inh	Peg3 promoter	Shn3 3UTR inh	hiPSC survival	KKLEB tox	NR2E3 ag-1	EBV LMP1 NFkB	NR2E3 ag-2	CF NFkB inh	HIF-2a block
CCC(=O)N1CCc2cc(Br)cc(S(=O)(=O)CCC(=O)NCCc3ccccc3)c21	8	3	7	23	2.6	10	-15	-1	0	-14	13
Cc1nc2c(-c3ccccc3)c(C)nn2c(C)c1CCC(=O)NC(C)CCc1ccco1 (centres undefined)	26	1	12	3	-3.0	-14	-2	1	5	16	-15
O=S(=O)(Nc1cccc(-c2ccc3nncn3n2)c1)c1cc(F)ccc1F	12	2	16	9	-0.4	5	-30	0	-4	-9	5
NC(=O)c1cc(-c2csc(NCCc3ccccc3)n2)ccc1O	-17	-14	-54	1	0.3	-1	-12	-6	3	-10	-18
O=C(Nc1ccc(N2CCCC2)cc1)c1ccc(Br)cc1	-5	-13	-61	-34	-0.2	-8	-22	-8	2	26	-52
CN(C)c1ccc(C(=S)NC2CCCCC2)cc1	11	-36	-223	-64	-0.6	-36	-107	-40	0	9	-253
COc1ccccc1NC(=O)Cn1nc(C)n2cccc2c1=O	6	6	2	-16	0.5	4	6	7	-4	4	10
O=c1nc(SCc2cccc(C(F)(F)F)c2)nc2ccccn12	0	-8	1	13	1.5	-6	-5	-10	0	-17	6
N#C/C(=C\c1cc([N+](=O)[O-])c(N2CCCCC2)cc1N1CCCCC1)c1nn(-c2ccccc2)c(N)c1C#N	1	-7	16	48	2.6	-2	-10	13	0	17	20
COc1ccccc1C1CC(c2ccco2)=NN1c1ccccc1 (centres undefined)	8	7	12	-4	1.0	-8	0	0	-1	-23	10
CCC(C)(C)NC(=S)Nc1ccccc1C	-9	8	3	-3	-1.1	-7	-12	-3	3	12	2
O=S(=O)(c1ccc(Oc2ncnc3scc(-c4ccccc4)c23)cc1)N1CCOCC1	7	3	33	50	-2.9	-8	-21	4	-1	13	23
CC(C)=CCn1c2ccc(NC(=O)Nc3cccnc3)cc2c(=O)n1C	-7	.	-12	-11	-1.2	-5	-20	.	.	4	-13
COc1ccc2nc(N/C(N)=N/C(=S)Nc3c(C)cccc3C)nc(C)c2c1	-3	4	30	17	-0.7	11	15	-6	-2	-51	-28
CCOC(=O)CCCNC(=O)COC(=O)[C@@H]1CCCN1S(=O)(=O)c1ccc(Cl)cc1	2	-9	9	9	1.2	0	-2	2	2	-4	21
CC(NC(=O)C1CCN(S(=O)(=O)c2cccc3cccnc23)CC1)c1ccccc1 (centres undefined)	-14	5	4	30	1.4	-2	8	7	0	-1	14
O=[N+]([O-])c1ccc2nc(SCc3ccccc3Cl)sc2c1	1	-24	-102	-7	1.0	4	-17	-9	1	3	-174
COc1ccc2nc(Nc3ccc4c(c3)OCO4)sc2c1	5	-78	-239	-83	0.5	-16	-121	-48	0	0	-180
N#Cc1ccc(OCC(=O)Nc2cc(S(=O)(=O)N3CCCCC3)ccc2N2CCCCC2)cc1	-2	-2	21	22	-1.8	-38	2	4	-3	33	10
COc1ccc(NC(=O)/C=C/c2ccc3c(c2)OCO3)cc1	9	11	-24	29	-0.9	0	-25	4	0	-21	-17
CCCCCCCCNS(=O)(=O)CCNC1CCCCC1	5	6	21	3	4.3	-12	22	-6	.	15	3
CC1(C(=O)NS(=O)(=O)c2ccc(C#N)cc2)CCN1C(=O)CCc1ccc(Cl)cc1Cl (centres undefined)	-11	.	14	9	2.7	0	-22	.	.	8	4
CSc1cccc(NC(=O)C2CC(=O)N(Cc3ccccc3)C2)c1 (centres undefined)	-8	11	-9	-9	-0.1	4	-8	1	0	-2	2
O=C(COC(=O)CC1CCCC1)Nc1ccccc1[N+](=O)[O-]	-9	15	1	5	0.2	9	-4	-2	3	-46	-2
O=C(Nc1ccc(Oc2ccccc2)nc1)C1CCCCN1Cc1ccc(OCCO)cc1 (centres undefined)	-1	17	-13	3	1.0	14	9	4	-2	3	-25
Fc1ccc(-c2csc3ncnc(N4CCN(Cc5ccccc5)CC4)c23)cc1	28	0	33	69	0.3	-18	-13	15	-2	32	13
COc1cccc(C(=O)N/N=C/c2cn[nH]c2-c2ccc(OC)cc2OC)c1	-8	4	2	28	-1.2	-1	-43	-6	1	18	7
O=C(Cc1ccccc1[N+](=O)[O-])Nc1ccccc1C(=O)N1CCCC1	2	3	15	-33	1.5	7	5	-2	4	-1	11
CCCOc1ccc(OCCOCCNCc2ccccc2)cc1	6	5	-6	31	-2.8	-13	8	4	0	18	3
COc1ccnc2c1c(=O)n(Cc1ccc(Cl)cc1Cl)c(=O)n2C	-19	-1	8	-2	0.7	3	-12	-4	-3	-41	14
CN(C)c1ccc(/C=N/NC(=O)c2cc(-c3ccc4c(c3)OCO4)n[nH]2)cc1	15	7	6	-4	0.7	8	-29	5	2	-1	-11
CCOc1ccccc1NC(=O)CSc1ncnc2c1oc1ccccc12	-4	-2	17	34	0.5	-10	11	-6	7	-11	23
CC1CCC(NC(=O)CN(C)S(=O)(=O)c2ccc3c(c2)CCC(=O)N3)CC1 (centres undefined)	12	1	8	-2	-0.5	2	-4	-11	-4	-10	14
CCN(CC)C(=O)C1CCN(C(=O)c2oc3ccc(C)cc3c2C)CC1	2	-10	-35	-15	0.3	12	-58	-3	3	-10	-73
CCOc1c(C(N)=O)cc([N+](=O)[O-])cc1[N+](=O)[O-]	17	13	9	-3	0.7	-10	4	6	0	6	12
Cc1ccccc1NS(=O)(=O)c1cc(S(C)(=O)=O)ccc1Cl	-12	3	1	-24	-1.9	7	-21	-2	3	7	12
Cc1ccc(NC(=O)CSC(C)C(=O)OC(C)C(=O)NC2CCCCC2C)cc1 (centres undefined)	5	1	0	4	0.1	-19	-2	0	2	-30	8
C=CCOC(=O)C(=O)/C=C/c1ccc2c(c1)Cc1ccccc1-2	-1	-5	-38	-8	1.3	-1	-37	-5	3	-7	-19
CSc1ccccc1NC(=O)CN(C)Cc1ccc(Br)cc1	6	10	40	9	-1.3	-12	-1	3	-2	19	14
CCC1=C(OC(=O)N(CC)CC)N2C(=O)OC(=NCCc3c[nH]c4ccccc34)[C@]2(Cc2ccccc2)[C@H]2C1=CC[C@H]1C(=O)NC(=O)[C@H]12	4	1	11	30	2.3	2	-34	4	-1	30	4
CC(C(=O)NCc1cccs1)n1cccc1 (centres undefined)	-7	3	-4	5	0.2	10	-12	7	5	-9	1
CSc1ccccc1C(=O)NCc1cccnc1	-11	1	-6	-6	1.5	-1	-2	-1	2	-5	8
Cc1cc(Br)c2c(c1)=C(c1sc(N3CCCCCC3)nc1O)C(=O)N=2	12	-21	-60	-25	-1.1	-28	-34	-13	.	26	-76
COc1ccc(CC(=O)Nc2nc(OCC(F)(F)F)cnc2-c2ccc(Cl)cc2Cl)cc1	2	.	7	16	6.2	-20	-7	.	.	30	9
COc1ccc(N2CCN(CCCNC(=O)C(=O)c3c(C)n(C)c4ccccc34)CC2)cc1	7	6	12	8	-0.7	-1	24	3	2	-13	12
O=C(COC(=O)c1ccccn1)NNC(=O)c1ccc(Br)cc1	3	-3	-8	-22	-3.0	-13	7	2	.	31	4
Fc1cccc(CSc2nc3ncccc3[nH]2)c1	10	-25	-69	-11	-0.5	-8	-30	-4	0	-3	-104
Cc1nc(SCC(=O)NC(=O)NCc2ccccc2)nc(C)c1C	-8	6	11	-27	1.7	-26	2	-1	1	0	15
CCC(OC(=O)c1ccco1)C(=O)NCc1ccc(OC)cc1 (centres undefined)	-2	-7	-4	-9	0.4	4	-17	1	1	13	10
COCCN1Cc2cccc(C(=O)NCc3ccccn3)c2C1=O	0	.	-2	8	-1.7	12	-14	-8	0	-21	4
COc1ccccc1Nc1nc(N)nc(CSc2nccn2C)n1	-4	-2	-10	-13	1.7	1	-11	5	-1	3	-20
Cc1cc(C)c(S(=O)(=O)N2CCCC(C(=O)NC3CC3)C2)c(C)c1 (centres undefined)	0	-8	4	6	-0.2	5	-12	-2	0	7	7

Twelve structures from above, sorted by molar mass, lowest first.
SMILES	C8 TRAIL sens	TRPM1 prom inh	Peg3 promoter	Shn3 3UTR inh	hiPSC survival	KKLEB tox	NR2E3 ag-1	EBV LMP1 NFkB	NR2E3 ag-2	CF NFkB inh	HIF-2a block
CC(C(=O)NCc1cccs1)n1cccc1 (centres undefined)	-7	3	-4	5	0.2	10	-12	7	5	-9	1
CSc1ccccc1C(=O)NCc1cccnc1	-11	1	-6	-6	1.5	-1	-2	-1	2	-5	8
Fc1cccc(CSc2nc3ncccc3[nH]2)c1	10	-25	-69	-11	-0.5	-8	-30	-4	0	-3	-104
C=CCOC(=O)C(=O)/C=C/c1ccc2c(c1)Cc1ccccc1-2	-1	-5	-38	-8	1.3	-1	-37	-5	3	-7	-19
COCCN1Cc2cccc(C(=O)NCc3ccccn3)c2C1=O	0	.	-2	8	-1.7	12	-14	-8	0	-21	4
COc1ccccc1Nc1nc(N)nc(CSc2nccn2C)n1	-4	-2	-10	-13	1.7	1	-11	5	-1	3	-20
Cc1cc(C)c(S(=O)(=O)N2CCCC(C(=O)NC3CC3)C2)c(C)c1 (centres undefined)	0	-8	4	6	-0.2	5	-12	-2	0	7	7
O=C(COC(=O)c1ccccn1)NNC(=O)c1ccc(Br)cc1	3	-3	-8	-22	-3.0	-13	7	2	.	31	4
Cc1cc(Br)c2c(c1)=C(c1sc(N3CCCCCC3)nc1O)C(=O)N=2	12	-21	-60	-25	-1.1	-28	-34	-13	.	26	-76
COc1ccc(N2CCN(CCCNC(=O)C(=O)c3c(C)n(C)c4ccccc34)CC2)cc1	7	6	12	8	-0.7	-1	24	3	2	-13	12
COc1ccc(CC(=O)Nc2nc(OCC(F)(F)F)cnc2-c2ccc(Cl)cc2Cl)cc1	2	.	7	16	6.2	-20	-7	.	.	30	9
CCC1=C(OC(=O)N(CC)CC)N2C(=O)OC(=NCCc3c[nH]c4ccccc34)[C@]2(Cc2ccccc2)[C@H]2C1=CC[C@H]1C(=O)NC(=O)[C@H]12	4	1	11	30	2.3	2	-34	4	-1	30	4

This is a subset. The share of hits here may be higher or lower than overall.
